Screens (PubChem)
HIF-2a inh: HIF-2a inhibition. 786-0 RCC cells HIF-2a reporter, luciferase luminescence, overnight. inhibition, % at 18.8 µM. 360,000 tested, 0.72% active. AID 624352;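 active means inhibition of the luminescence signal of 40% or more relative to plate controls, in a single-dose primary screen at 18.75 µM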
Shn3 inh set2: reduces Shn3 3'UTR luciferase signal in osteoblasts; Clone20 osteoblast Shn3 3'UTR firefly luciferase, 24 h; inhibition, % at 12.5 µM; 360,000 tested, 0.52% active; AID 588674;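 active means mean inhibition of at least 75% with every replicate also reaching 75%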;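 further: 0% = median of neutral control wells and 100% = pilot-screen positive control compound; some compounds past the cut are filed as inactive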
TWEAK Fn14 block: blocks TWEAK-Fn14 interaction in a reporter cell assay; TWEAK-stimulated Fn14 reporter cells, luciferase luminescence, 8 h; inhibition, % at 10 µM; 360,000 tested, 2% active; AID 1159606; in the data active means inhibition above about 50%
MITF TRPM1 inh: reduces MITF-dependent TRPM1 promoter luciferase signal; SK-MEL-5 TRPM1 promoter luciferase, 24 h; AID 488899; 330,000 tested, 0.83% active; inhibition, % at 12.5 µM;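 active means mean inhibition across replicates of 60% or more, whatever share of single replicates reaches that level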; further: values of inactives mirror those of a sister screen read the other way
TRAIL sens C8: sensitizes caspase-8 expressing cells to TRAIL. 360,000 tested, 1% active. NB7+C8 cells + TRAIL, ATPlite viability luminescence. inhibition (viability loss, TRAIL sensitization), % at 10 µM. AID 624354;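 active means compounds causing at least 50% loss of cell viability in the single-dose screen, relative to plate controls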
NR2E3 ag-1: agonists of human nuclear receptor NR2E3; GST-NR2E3/biotin-RetCOR TR-FRET, 1536-well; 320,000 tested, 0.12% active; AID 2300; inhibition of corepressor binding, % at 4.78 µM;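 active means percent inhibition above the cutoff of mean plus 3 SD of all tested compounds, set per screening campaign, cut at about 20% in these data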;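 further: 0% = DMSO wells and 100% = biotin wells as full block of FRET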
Target sequence (Q9Y5X4 whole entry, looked up): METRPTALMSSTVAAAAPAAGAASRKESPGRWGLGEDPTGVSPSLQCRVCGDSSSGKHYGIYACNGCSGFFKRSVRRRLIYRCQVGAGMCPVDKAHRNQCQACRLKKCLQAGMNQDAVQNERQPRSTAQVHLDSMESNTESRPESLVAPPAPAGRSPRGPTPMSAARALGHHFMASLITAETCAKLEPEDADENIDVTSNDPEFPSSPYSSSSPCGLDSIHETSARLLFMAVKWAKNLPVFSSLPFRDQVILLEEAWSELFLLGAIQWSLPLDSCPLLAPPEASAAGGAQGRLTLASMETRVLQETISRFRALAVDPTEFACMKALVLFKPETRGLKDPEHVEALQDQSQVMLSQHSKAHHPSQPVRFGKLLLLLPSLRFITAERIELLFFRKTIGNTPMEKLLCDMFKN
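Material: NR2E3–RetCOR corepressor complex / Incubation: Compound–protein incubation for 5 h at 4 °C / Dosing: compound at 4.8 µM, single dose / Detection: time-resolved FRET / Benchmarks: high control biotin, low control 0.6% DMSO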
KKLEB cytotox: reduces viability of KKLEB cystic fibrosis airway cells; KKLEB CF airway cells viability, ATPlite luminescence, overnight; hits give low values; cells stimulated with P. aeruginosa culture filtrate; activity change (cytotoxicity), % at 5 µM; 360,000 tested, 0.36% active;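 active means corrected activity change at or below -50% at 5 µM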
TROY NFkB inh: inhibitors of TROY-dependent NF-kB signaling | AID 1347056 | 360,000 tested, 0.98% active | inhibition, % at 10 µM | Q293 LMP1-TROYcd NF-kB luciferase reporter, 4 h;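 active means compounds whose plate-normalised and pattern-corrected inhibition of the luciferase reporter signal at the single screening dose is 50% or more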
NR2E3 ag-2: agonists of human NR2E3 nuclear receptor | 360,000 tested, 0.35% active | AID 602229 | Q9Y5X4 | inhibition of corepressor binding, % at 3.98 µM | CHO-S Gal4-NCOR/VP16-NR2E3 two-hybrid, luciferase;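 active means inhibition above the mean of all tested compounds plus 3 SD, cut at about 70% in these data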;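 further: 0% = DMSO with NR2E3 transfected cells and 100% = cells lacking NR2E3 construct; higher means lower luciferase signal from less NR2E3 corepressor binding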
CF NFkB inh: cystic fibrosis NF-kB activation inhibition | KKLEB NF-kB-GFP reporter, PAF-induced, GFP fluorescence overnight | inhibition, % at 5 µM | 360,000 tested, 0.86% active | AID 588850;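 active means at least 50% inhibition at 5 µM, scaled per plate between neutral and stimulator controls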;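 further: PAF is a Pseudomonas aeruginosa culture filtrate used as stimulus; plate controls were PAF-stimulated DMSO wells for no effect and unstimulated DMSO wells for full effect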
Peg3 promoter: Peg3 promoter activity inhibition; HeLa PEG-Prom luciferase reporter, luminescence, overnight; inhibition, % at 20 µM; 360,000 tested, 1.7% active;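 active means inhibition of at least 50% at 20 µM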
* = called active by the depositor; · = no result given. Only part of the results is shown (hit frequency here may not be typical).

SMILES	HIF-2a inh	Shn3 inh set2	TWEAK Fn14 block	MITF TRPM1 inh	TRAIL sens C8	NR2E3 ag-1	KKLEB cytotox	TROY NFkB inh	NR2E3 ag-2	CF NFkB inh	Peg3 promoter
Cc1ccc(S(=O)(=O)c2nc(S(C)(=O)=O)sc2N2CCC(O)CC2)cc1	10	-6	17	8	-9	0	-6	5	25	25	5
N#C/C(=C\c1c(Cl)cccc1Cl)c1nc2ccccc2o1	-5	-18	-5	-2	-9	4	18	-4	-25	0	11
CN(CC1CCOCC1)C(=O)CC1C(=O)NCCN1Cc1ccc(-c2ccccc2)cc1 (stereo not given)	2	1	-1	2	7	3	-2	-1	-13	-2	12
COc1ccccc1NC(=S)N1CCN(Cc2ccccc2)CC1	12	24	-19	-20	-14	3	2	2	11	0	-1
CCCCSc1nc(C)c(CC(=O)O)c(=O)[nH]1	9	2	-28	10	-17	0	0	-9	-33	-8	0
Cc1ccccc1CN1CCN(Cc2cc3ccccc3o2)CC1CCO (stereo not given)	9	10	11	-2	4	1	-11	17	4	9	22
CC(NC(=O)C(=O)NN=C1CCCCCCCCCCC1)c1ccccc1 (stereo not given)	12	-5	-10	1	-1	-3	4	-14	-20	-7	13
CC(C)C(C)NC(=O)COc1ncnc2ccccc12 (stereo not given)	5	11	6	-6	-23	-2	13	-6	10	-14	6
NC(CCc1ccccc1)c1csc(Nc2ccc(C(F)(F)F)cn2)n1 (stereo not given)	15	-1	-17	·	14	·	-12	-8	17	18	110*
CCC/C(=C1/c2ccccc2C(=O)N1c1ccccc1)c1ccc(O[C@@H]2CCCCO2)cc1	-15	56	-3	-8	11	·	18	13	-24	34	-2
O=C(Nc1ccc(-n2cccc2)cc1)C1CC1	-140	8	-10	-21	0	-4	17	-45	11	-28	-85
CCN(CC)CCOc1c(C)cccc1Cl	13	-6	-3	2	4	-4	-12	-5	-3	2	3
Cc1cc(=O)oc2cc(OCCCN3C(=O)c4ccccc4C3=O)ccc12	-11	-19	-3	4	-8	-5	6	-11	-23	-5	-10
O=S(=O)(c1ccccc1)N1CCN(CC2CC3C=CC2C3)CC1 (stereo not given)	23	20	18	0	-2	1	2	9	6	-30	8
CC1(C)N([O-])C(c2cccs2)=C[N+]1=O	-9	-5	-2	4	3	-5	9	-10	-7	28	4

An excerpt from above, showing only HIF-2a inh, TWEAK Fn14 block and Shn3 inh set2.
Molecule,HIF-2a inh,TWEAK Fn14 block,Shn3 inh set2
CC(C)C(C)NC(=O)COc1ncnc2ccccc12 (stereo not given),5,6,11
NC(CCc1ccccc1)c1csc(Nc2ccc(C(F)(F)F)cn2)n1 (stereo not given),15,-17,-1

Further compounds:
SMILES	HIF-2a inh	Shn3 inh set2	TWEAK Fn14 block	MITF TRPM1 inh	TRAIL sens C8	NR2E3 ag-1	KKLEB cytotox	TROY NFkB inh	NR2E3 ag-2	CF NFkB inh	Peg3 promoter
CCCc1cc(=O)oc2cc(C)cc(OCC(=O)NCCCN3CCOCC3)c12	3	0	-11	-4	4	3	14	11	-26	-14	15
COc1ccc(-n2nnnc2SCC(=O)NC(=O)Nc2ccc3c(c2)OCCO3)cc1	-138	-2	17	-43	-7	-1	10	·	49	-2	-200
C/C=C(\C)CN1CCC(Oc2cccc(C(=O)NCc3ccccn3)c2)CC1	15	16	3	-6	-7	-3	-6	-21	-25	-5	5
CCc1nc(N2CCN(CC(=O)NCC3CCCO3)CC2)c(C#N)c2c1COC(C)(C)C2 (stereo not given)	5	-13	-5	-15	9	2	4	14	-3	15	-35
COc1cc(-c2nnc(SCC(=O)N3c4ccccc4Sc4ccccc43)o2)cc(OC)c1OC	17	70	20	20	6	0	18	16	-21	-11	24
CC(C)CNc1nc(=S)nc(N(C)C)[nH]1	10	5	11	4	-7	0	-17	6	-13	0	-3
CC(=NNC(=O)c1cccc(S(=O)(=O)N2CCOCC2)c1)c1ccccc1	-25	-40	-20	-9	6	·	-3	6	18	-15	-96
O=C1CN(C(=O)CSc2nnc(Nc3ccccc3)s2)c2ccccc2N1	8	-12	7	-2	8	-1	3	14	0	13	-10
Cc1cc(C)c(C(O)c2ncc(-c3ccccc3C)[nH]2)c(C)c1 (stereo not given)	4	3	-13	·	4	·	7	9	23	-10	10
c1ccc(-c2nc(N3CCN(c4ccccc4)CC3)nc(-n3ccnc3)n2)cc1	-14	-20	24	-18	-2	-5	0	6	-26	-3	-29
C[n+]1cccc(C(=O)O)c1	-38	-15	-1	-1	-16	·	6	-38	-9	-14	-35
O=C(COc1ccc2c3c(c(=O)oc2c1)CCC3)NCCCN1CCOCC1	5	0	-11	-2	-10	0	-5	4	0	-4	0
CCCCOc1ccc(C(=O)NN2CCN(C)CC2)cc1	-10	-18	12	-7	12	-4	13	2	21	2	-10
COC(=O)C1=CO[C@@H](O[C@@H]2O[C@H](CO)[C@@H](O)[C@H](O)[C@H]2O)[C@H]2[C@@H]1C(=O)C[C@@H]2C	-7	-2	1	-1	19	5	-9	10	-15	8	-11
Cc1ccccc1Nc1nnc(SCc2cc([N+](=O)[O-])cc3c2OCOC3)s1	-2	18	-19	1	-3	7	-29	-4	7	20	21
CC(=O)N/C(=C\c1ccc(C)o1)C(=O)NCc1ccccc1	7	-46	14	5	6	1	18	-5	-10	6	11
O=C(CSc1nnc(-c2ccccc2F)o1)NC(=O)Cc1ccccc1	-45	6	-21	-9	13	5	-11	-22	-24	19	-12
O=C(Nc1cccc2ccccc12)ON=C1CCCCC1	-29	-10	81*	·	-2	·	-3	76*	-21	-10	-61
Cc1sc2c(=O)n3c(nc2c1C(=O)NC1CCCCC1)CCCCC3	22	9	-30	6	-2	4	-5	15	-46	7	20
O=C(CN1C(=O)COc2ccccc21)NCCC1=CCCCC1	-18	-4	-9	1	-15	3	8	-2	-15	-13	-4
Cc1cccc(C(=O)OCC(=O)Nc2sc3c(c2C#N)CCC3)c1	6	13	-21	8	-4	-1	-7	-1	1	3	-13
CC(=O)N1CCN(C(=O)CCc2nnc(CCCCc3ccccc3)o2)CC1	-11	13	-9	-6	-3	4	8	-20	6	-8	4
O=C(CSc1ccc(Cl)cc1)N/N=C/c1cccnc1	-3	1	-8	-2	0	0	-15	26	-19	3	-23
O=C(Nc1ccc2ccccc2c1)c1cc(F)c(F)cc1Cl	-372	-156	-54	-128	15	2	-14	-42	-140	-16	-373
Cc1cccc(-n2c(C)nc3cc(C(=O)N4CCOCC4)ccc32)c1	-21	-14	-16	-5	-6	-1	-6	-16	-13	-13	-49
COc1ccc(/C(C#N)=C/c2cccnc2)cc1	-128	-25	-27	-62	-9	·	7	-22	-75	0	-192
Cc1c(Cl)ccc(S(=O)(=O)NCCCn2ccnc2)c1Cl	14	4	1	-12	7	1	-9	14	-18	10	19
CC(=O)c1ccc(OCC(=O)N2CCN(S(=O)(=O)c3ccc(C)cc3C)CC2)cc1	17	-6	2	0	2	0	-9	-20	11	17	27
Cn1c(=N)c(S(=O)(=O)c2ccccc2)cc2c(=O)n3ccccc3nc21	15	9	-10	-6	10	-1	-4	-1	-24	1	11
COc1ccc(C2C3=C(CC(C)(C)CC3=O)Nc3c2c(=O)[nH]c2nc(C)nn32)cc1 (stereo not given)	13	2	0	2	-2	-3	0	-11	-5	0	9

11 compounds out of the list, sorted by length of the SMILES, ascending.
SMILES	HIF-2a inh	Shn3 inh set2	TWEAK Fn14 block	MITF TRPM1 inh	TRAIL sens C8	NR2E3 ag-1	KKLEB cytotox	TROY NFkB inh	NR2E3 ag-2	CF NFkB inh	Peg3 promoter
COc1ccc(/C(C#N)=C/c2cccnc2)cc1	-128	-25	-27	-62	-9	·	7	-22	-75	0	-192
O=C(CSc1ccc(Cl)cc1)N/N=C/c1cccnc1	-3	1	-8	-2	0	0	-15	26	-19	3	-23
O=C(Nc1ccc2ccccc2c1)c1cc(F)c(F)cc1Cl	-372	-156	-54	-128	15	2	-14	-42	-140	-16	-373
Cc1c(Cl)ccc(S(=O)(=O)NCCCn2ccnc2)c1Cl	14	4	1	-12	7	1	-9	14	-18	10	19
CC(=O)N/C(=C\c1ccc(C)o1)C(=O)NCc1ccccc1	7	-46	14	5	6	1	18	-5	-10	6	11
Cc1cccc(C(=O)OCC(=O)Nc2sc3c(c2C#N)CCC3)c1	6	13	-21	8	-4	-1	-7	-1	1	3	-13
Cc1cccc(-n2c(C)nc3cc(C(=O)N4CCOCC4)ccc32)c1	-21	-14	-16	-5	-6	-1	-6	-16	-13	-13	-49
CC(=O)N1CCN(C(=O)CCc2nnc(CCCCc3ccccc3)o2)CC1	-11	13	-9	-6	-3	4	8	-20	6	-8	4
Cn1c(=N)c(S(=O)(=O)c2ccccc2)cc2c(=O)n3ccccc3nc21	15	9	-10	-6	10	-1	-4	-1	-24	1	11
CC(=O)c1ccc(OCC(=O)N2CCN(S(=O)(=O)c3ccc(C)cc3C)CC2)cc1	17	-6	2	0	2	0	-9	-20	11	17	27
COc1ccc(C2C3=C(CC(C)(C)CC3=O)Nc3c2c(=O)[nH]c2nc(C)nn32)cc1 (stereo not given)	13	2	0	2	-2	-3	0	-11	-5	0	9

(list continues)
SMILES	HIF-2a inh	Shn3 inh set2	TWEAK Fn14 block	MITF TRPM1 inh	TRAIL sens C8	NR2E3 ag-1	KKLEB cytotox	TROY NFkB inh	NR2E3 ag-2	CF NFkB inh	Peg3 promoter
CCOC(=O)c1ccccc1NC(=O)COC(=O)CN1C(=O)NC2(CCCC2)C1=O	8	8	4	7	-37	1	-5	-11	5	-7	3
CCCC(=O)Nc1c2c(nn1-c1ccc(C)cc1)CS(=O)(=O)C2	7	-16	14	9	-14	-1	-2	4	4	-3	1
CCCOc1cccc(C(=O)O)c1	5	-13	5	3	0	-1	-4	-9	12	-1	9
Fc1ccc(/C=N/N2CCOCC2)c(F)c1	16	2	-10	-13	-7	0	3	1	0	-1	-8
Cc1ccc(C(=O)NCC(=O)OCC(=O)c2ccc(Br)s2)cc1	12	17	-13	-13	-7	7	2	0	8	-13	16
COC(=O)c1onc(C(=O)c2ccccc2)c1C(=O)OC	7	16	13	13	7	0	5	-5	-15	-16	4
Cc1c(C(=O)Nc2ccc3nc(N4CCOCC4)sc3c2)oc2ccccc12	-85	31	39	-24	21	-1	18	39	-24	-52	29
NCCCC[C@H]1CN=C(N)N1CC1CCCCC1	9	-14	-4	-15	-7	1	11	-8	6	-4	-11
CCOc1ccc(-c2ccc3nnc(SCC(=O)NCC4CCCO4)n3n2)cc1 (stereo not given)	2	10	3	-1	-4	1	-6	-15	-10	-4	7
O=[N+]([O-])c1cccc(CP(=O)(c2ccccc2)c2ccccc2)c1	11	24	8	·	11	3	3	-9	-25	-6	3
Cn1c2c(c(=O)[nH]c1=O)C(c1ccc(O)cc1)C1=C(N2)c2ccccc2C1=O (stereo not given)	13	11	-27	1	2	4	-8	17	-10	-51	20
